From PubChem BioAssay
EZH2 inh = EZH2 (human) methyltransferase inhibition; Q15910; PRC2 H3K27 methylation, DELFIA TRF, 1 h; inhibition, % at 12.5 µM; AID 651548; 57,000 tested, 0.35% active;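 active means mean inhibition of replicates at least 50% and every single replicate also reaching 50%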;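 further: dimethyl H3K27 on biotinylated H3 21-44 peptide detected by antibody; plate controls were median neutral control wells for no effect and median positive control wells for full effect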
Target sequence (Q15910 whole entry, looked up): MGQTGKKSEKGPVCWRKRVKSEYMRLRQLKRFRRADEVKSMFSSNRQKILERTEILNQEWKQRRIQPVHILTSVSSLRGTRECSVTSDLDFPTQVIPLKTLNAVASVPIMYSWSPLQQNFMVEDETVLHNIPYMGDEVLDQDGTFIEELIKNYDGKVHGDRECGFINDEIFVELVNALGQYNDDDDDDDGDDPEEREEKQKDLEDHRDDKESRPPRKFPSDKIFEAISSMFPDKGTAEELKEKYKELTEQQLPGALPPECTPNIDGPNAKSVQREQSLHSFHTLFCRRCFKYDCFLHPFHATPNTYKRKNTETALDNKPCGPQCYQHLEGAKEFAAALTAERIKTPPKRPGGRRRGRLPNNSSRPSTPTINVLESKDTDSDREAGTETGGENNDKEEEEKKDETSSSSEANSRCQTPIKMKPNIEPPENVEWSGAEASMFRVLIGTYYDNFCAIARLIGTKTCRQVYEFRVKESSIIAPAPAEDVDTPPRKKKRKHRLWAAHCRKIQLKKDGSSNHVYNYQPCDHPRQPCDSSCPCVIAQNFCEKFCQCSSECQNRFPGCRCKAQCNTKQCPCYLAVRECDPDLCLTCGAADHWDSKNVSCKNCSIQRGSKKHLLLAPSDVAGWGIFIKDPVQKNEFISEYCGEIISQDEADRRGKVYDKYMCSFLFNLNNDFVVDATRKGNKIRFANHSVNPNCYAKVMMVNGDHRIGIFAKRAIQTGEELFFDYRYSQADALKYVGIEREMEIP
IDH1 mut inh = inhibitors of human IDH1 R132H | O75874 | IDH1 R132H reductase, diaphorase/resazurin fluorescence, 60 min | inhibition, % at 10 µM | 70,000 tested, 0.18% active | AID 624101; in the data active means inhibition above about 34%;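 further: 0% = DMSO and 100% = no enzyme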
The depositor's hits bear a star; . = no result given; & = joins results of further samples. A portion of the library; the hit share may differ from the screen's.

SMILES	EZH2 inh	IDH1 mut inh
Cc1ccc(-c2cnc3c(c2)C(=O)N([C@H](C)CO)C[C@H](C)[C@@H](CN(C)Cc2ccccc2C(=O)O)O3)cc1	-7	0.2
C[C@@H]1CN([C@@H](C)CO)C(=O)Cc2cc(NC(=O)C3CCCCC3)ccc2O[C@H]1CN(C)S(C)(=O)=O	1	-0.1
C[C@@H]1CN([C@H](C)CO)C(=O)c2cc(NC(=O)c3ccncc3)ccc2O[C@@H]1CN(C)S(=O)(=O)c1cn(C)cn1	.	0.1
COc1cccc(NC(=O)N[C@H]2CC[C@H](CC(=O)Nc3ccc(-c4ccccc4)cc3)O[C@H]2CO)c1	0	-0.1
COc1ccc(NC(=O)Nc2ccc3c(c2)CC(=O)N([C@@H](C)CO)C[C@@H](C)[C@@H](CN(C)Cc2ccc(C(=O)Nc4ccccc4N)cc2)O3)cc1	-38	0.4
CC(=O)N(C)C[C@H]1Oc2cc(C#Cc3cccc(F)c3)ccc2S(=O)(=O)N([C@H](C)CO)C[C@H]1C	-3	-0.6
O=C(Nc1ccccc1)N[C@H]1CC[C@@H](CCNC(=O)c2ccccc2F)O[C@@H]1CO	6	0.0
C[C@@H]1CCCCO[C@@H](CN(C)C(=O)Cc2ccccc2)[C@@H](C)CN([C@@H](C)CO)C(=O)c2cc(NS(C)(=O)=O)ccc2O1	10	-0.7
C[C@@H]1CCCCO[C@H](CN(C)Cc2ccc(C(F)(F)F)cc2)[C@H](C)CN([C@@H](C)CO)C(=O)c2cc(NS(=O)(=O)c3cccs3)ccc2O1	.	1.0
COc1ccc(-c2cn(CC[C@@H]3CC[C@@H](NC(=O)Cc4ccccn4)[C@@H](CO)O3)nn2)cc1	-2	0.2
CO[C@H](CN(C)S(=O)(=O)c1ccc(F)cc1)[C@H](C)CN(Cc1ccccc1Cl)[C@H](C)CO	17	-0.7
C[C@@H]1CCCCO[C@@H](CN(C)S(=O)(=O)c2ccc(F)cc2)[C@H](C)CN([C@@H](C)CO)C(=O)c2cc(NS(=O)(=O)c3ccccc3)ccc2O1	.	1.1
Cc1ccccc1OCC(=O)Nc1cccc(C(=O)O)c1	-11	-0.6
Cc1noc(C)c1NC(=O)N(C)C[C@H]1Oc2ccc(NC(=O)Cc3cn(C)c4ccccc34)cc2C(=O)N([C@H](C)CO)C[C@H]1C	.	-2.1
Cc1ccc(OCC(=O)Nc2sc(C)c(C)c2C(N)=O)cc1	15	1.2
C[C@H]1CN([C@@H](C)CO)S(=O)(=O)c2ccc(C3=CCCC3)cc2O[C@@H]1CN(C)C(=O)Nc1ccc2c(c1)OCO2	.	-0.2
C[C@@H]1CN([C@H](C)CO)C(=O)Cc2cc(NS(C)(=O)=O)ccc2O[C@H]1CN(C)Cc1ccc(Cl)c(Cl)c1	-5	-0.1
Cc1noc(C)c1NC(=O)Nc1ccc2c(c1)CC(=O)N([C@@H](C)CO)C[C@@H](C)[C@@H](CN(C)C(=O)Nc1ccccc1)O2	.	1.1
C[C@@H]1CN([C@@H](C)CO)C(=O)c2cc(C3=CCCCC3)cnc2O[C@H]1CN(C)C(=O)c1ccc(F)cc1	-12	3.0
O=C(Nc1ccc2c(c1)[C@H]1C[C@@H](CC(=O)N3CCc4ccccc4C3)O[C@@H](CO)[C@H]1O2)c1cccnc1	-1	-0.3

A second format for part of the listing above:
COc1cccc(NC(=O)N[C@H]2CC[C@H](CC(=O)Nc3ccc(-c4ccccc4)cc3)O[C@H]2CO)c1
  EZH2 inh = 0
  IDH1 mut inh = -0.1

Cc1noc(C)c1NC(=O)Nc1ccc2c(c1)CC(=O)N([C@@H](C)CO)C[C@@H](C)[C@@H](CN(C)C(=O)Nc1ccccc1)O2
  EZH2 inh = .
  IDH1 mut inh = 1.1

O=C(Nc1ccc2c(c1)[C@H]1C[C@@H](CC(=O)N3CCc4ccccc4C3)O[C@@H](CO)[C@H]1O2)c1cccnc1
  EZH2 inh = -1
  IDH1 mut inh = -0.3

(continued)
SMILES	EZH2 inh	IDH1 mut inh
CNC[C@H]1Oc2c(NC(=O)Nc3ccccc3)cccc2C(=O)N([C@@H](C)CO)C[C@H]1C	-8	2.5
C[C@H](CO)N1C[C@H](C)[C@H](CN(C)S(=O)(=O)c2cn(C)cn2)Oc2ncc(-c3cccc(C(F)(F)F)c3)cc2C1=O	10	-0.5
C[C@@H]1CN([C@@H](C)CO)C(=O)c2cc(NS(=O)(=O)c3cn(C)cn3)ccc2O[C@H]1CN(C)Cc1ccncc1	-8	5.6
C[C@H](CO)N1C[C@H](C)[C@H](CN(C)Cc2ccc3c(c2)OCO3)OCCCC[C@H](C)Oc2ccc(NC(=O)Nc3ccc4c(c3)OCO4)cc2C1=O	.	-0.9
Cc1ccc(-c2ccc3c(c2)O[C@H](CN(C)Cc2ccncc2)[C@@H](C)CN([C@H](C)CO)S3(=O)=O)cc1	21	0.0
O=C(C[C@H]1C[C@H]2c3cc(NC(=O)Nc4ccc(F)cc4)ccc3O[C@H]2[C@@H](CO)O1)NC1CCCC1	-7	0.0
Cc1cc(SCC(=O)Nc2ccccc2)nc2c(C)cccc12	24	0.2
C[C@@H]1CN([C@@H](C)CO)S(=O)(=O)c2ccc(C3=CCCCC3)cc2O[C@@H]1CN(C)CC1CC1	10	-2.8
CO[C@H]1CN(C)C(=O)c2cc(NC(=O)Nc3ccccc3)ccc2OC[C@@H](C)N(C(=O)CN(C)C)C[C@@H]1C	-4	-0.3
C[C@H](CO)N1C[C@H](C)[C@H](CN(C)CC2CC2)Oc2ccc(NS(=O)(=O)c3cccs3)cc2CC1=O	.	3.9
C/C=C/c1ccc2c(c1)O[C@@H](CN(C)Cc1ccccn1)[C@@H](C)CN([C@H](C)CO)S2(=O)=O	20	0.0
C[C@H](CO)N1C[C@H](C)[C@@H](CN(C)Cc2ccc(Oc3ccccc3)cc2)Oc2ccc(NC(=O)CCC(F)(F)F)cc2CC1=O	.	0.6
O=C(C[C@@H]1CC[C@@H](NS(=O)(=O)c2ccc(F)cc2)[C@@H](CO)O1)N1CCN(c2ccccc2)CC1	0	0.0
O=C(CCCCC(=O)N/N=C/c1ccc[nH]1)NO	3	0.0
COCC(=O)N(C)C[C@@H]1Oc2cc(-c3ccc(C#N)cc3)ccc2S(=O)(=O)N([C@H](C)CO)C[C@H]1C	-2	0.8
C[C@@H]1CCCCO[C@@H](CN(C)S(C)(=O)=O)[C@@H](C)CN([C@H](C)CO)C(=O)c2cc(NC(=O)c3ccccc3)ccc2O1	6	1.8
O=C(Nc1ccc(F)cc1)Nc1ccc2c(c1)[C@@H]1C[C@@H](CC(=O)N3CCCCC3)O[C@@H](CO)[C@@H]1O2	-7	3.1
Cc1ccc(-n2c(SCC(=O)Nc3cc(C(F)(F)F)ccc3Cl)nnc2-c2ccco2)cc1	27	4.5
COC(=O)c1cccc(NC(=O)C(C)Oc2ccc3c(C)cc(=O)oc3c2)c1 (stereo unspecified)	1	0.0
C[C@@H](NC(=O)C[C@H]1CC[C@@H](NC(=O)Cc2ccccn2)[C@H](CO)O1)c1ccccc1	10	0.1
Cc1ccc(S(=O)(=O)Nc2ccc3c(c2)C(=O)N([C@H](C)CO)C[C@@H](C)[C@H](CN(C)Cc2ccc(C(F)(F)F)cc2)O3)cc1	.	0.8
C[C@H](CO)N1C[C@H](C)[C@H](CN(C)C(=O)Cc2ccncc2)Oc2ncc(C#C[C@@H](C)O)cc2C1=O	1	0.7
C[C@H](CO)N1C[C@H](C)[C@@H](CN(C)S(C)(=O)=O)OCCCC[C@H](C)Oc2ccc(NS(C)(=O)=O)cc2C1=O	.	-0.2
Cc1cc([N+](=O)[O-])ccc1NC(=O)CN1C(=O)COc2ccc(Cl)cc21	-20	0.6
CCOc1ccccc1OCc1nn2c(-c3ccc(C)cc3)nnc2s1	22	-0.4
COc1cccc(CNC(=O)C[C@@H]2CC[C@H](NC(=O)C3CC3)[C@@H](CO)O2)c1	-10	0.5
C[C@@H]1CN([C@H](C)CO)C(=O)Cc2cc(NS(=O)(=O)c3ccc(Cl)cc3)ccc2O[C@H]1CN(C)S(=O)(=O)c1ccc(F)cc1	.	0.2
COc1cc(NC(=O)COc2cc(C)c(Br)c(C)c2)c(OC)cc1Cl	4	0.6
CN1C(=O)[C@@H]2[C@@H](CC(COc3ccccc3)=C3[C@@H](c4ccccc4)OB(O)C[C@@H]32)C1=O	9	.
C[C@H](CO)N1C[C@H](C)[C@H](CN(C)C(=O)NC2CCCC2)Oc2ncc(-c3cccc(F)c3)cc2C1=O	-10	-0.7
C[C@@H]1CCCCO[C@H](CN(C)Cc2ccc(Cl)c(Cl)c2)[C@@H](C)CN([C@H](C)CO)C(=O)c2cc(NC(=O)c3ccccc3)ccc2O1	.	0.3
CCn1c(SCC(=O)Nc2sc3c(c2C#N)CCC(C(C)(C)C)C3)nnc1-c1ccco1 (stereo unspecified)	2	0.2
C[C@@H]1CN([C@H](C)CO)C(=O)c2ccccc2-c2ccccc2CO[C@@H]1CN(C)S(C)(=O)=O	-3	-1.9
COc1ccccc1NC(=O)c1ccc(OC(C)C(=O)Nc2cc(Cl)ccc2C)cc1 (stereo unspecified)	3	0.2
CCC(=O)Nc1ccc2c(c1)C(=O)N(C)C[C@@H](OC)[C@@H](C)CN(C(=O)CN1CCOCC1)[C@@H](C)CO2	18	-0.8
C[C@H](CO)N1C[C@H](C)[C@@H](CN(C)Cc2ccccc2)Oc2ncc(C3=CCCC3)cc2C1=O	11	-2.0
CCCN1C[C@H](C)[C@H](OC)CN(C)C(=O)c2cc(NC(=O)NC3CCCCC3)ccc2OC[C@H]1C	10	0.0
C[C@H]1CN([C@@H](C)CO)C(=O)c2cccc(NC(=O)C3CC3)c2O[C@@H]1CN(C)C(=O)Nc1ccc(C(F)(F)F)cc1	.	0.5
C[C@H](CO)N1C[C@H](C)[C@@H](CN(C)S(C)(=O)=O)Oc2ccc(NC(=O)Nc3cccc4ccccc34)cc2C1=O	.	-30
O=C(CSc1nccc(=O)[nH]1)N1CCCc2ccccc21	.	1.9

5 records picked at random from those above, as already listed:
SMILES	EZH2 inh	IDH1 mut inh
Cc1ccc(OCC(=O)Nc2sc(C)c(C)c2C(N)=O)cc1	15	1.2
O=C(CSc1nccc(=O)[nH]1)N1CCCc2ccccc21	.	1.9
C[C@@H]1CCCCO[C@@H](CN(C)C(=O)Cc2ccccc2)[C@@H](C)CN([C@@H](C)CO)C(=O)c2cc(NS(C)(=O)=O)ccc2O1	10	-0.7
CCOc1ccccc1OCc1nn2c(-c3ccc(C)cc3)nnc2s1	22	-0.4
Cc1noc(C)c1NC(=O)N(C)C[C@H]1Oc2ccc(NC(=O)Cc3cn(C)c4ccccc34)cc2C(=O)N([C@H](C)CO)C[C@H]1C	.	-2.1

The listing continues.
SMILES	EZH2 inh	IDH1 mut inh
CNC[C@H]1Oc2ccc(NS(=O)(=O)c3ccc(F)cc3)cc2C(=O)N([C@@H](C)CO)C[C@@H]1C	1	2.6
COc1ccc(NC(=O)N(C)C[C@@H]2Oc3ccc(NC(=O)C4CCCCC4)cc3C(=O)N([C@H](C)CO)C[C@H]2C)cc1	.	0.8
Cc1cccc(S(=O)(=O)N[C@H]2CC[C@H](CCn3cc(-c4ccccn4)nn3)O[C@@H]2CO)c1	3	-0.4
C[C@@H]1CN([C@@H](C)CO)S(=O)(=O)c2ccc(-c3ccc(C#N)cc3)cc2O[C@@H]1CN(C)Cc1ccccn1	14&5	1.2
O=C(C[C@@H]1C=C[C@@H](NC(=O)Nc2cc(F)ccc2F)[C@H](CO)O1)NCc1ccccn1	14	0.4
COc1ccc(NC(=O)Nc2ccc3c(c2)C(=O)N([C@@H](C)CO)C[C@@H](C)[C@H](CN(C)Cc2ccc(C(F)(F)F)cc2)O3)cc1	-7	2.6
C[C@H]1CN([C@@H](C)CO)C(=O)c2cc(NS(C)(=O)=O)ccc2O[C@H]1CN(C)C(=O)Nc1ccc(C(F)(F)F)cc1	1	0.1
CCC(=O)Nc1ccc2c(c1)OC[C@@H](C)N(C(=O)Cc1cccnc1)C[C@@H](C)[C@H](OC)CN(C)C2=O	0	0.2
CO[C@H]1CN(C)C(=O)c2ccc(NC(=O)C3CC3)cc2OC[C@H](C)N(C(=O)c2ccccc2F)C[C@H]1C	-2	0.0
Cc1ccc(-c2ccc3c(c2)O[C@@H](CN(C)C(=O)CN(C)C)[C@H](C)CN([C@H](C)CO)S3(=O)=O)cc1	0	-0.9
Cc1ccc(S(=O)(=O)N(C)C[C@H]2Oc3cc(C#Cc4ccncc4)ccc3S(=O)(=O)N([C@H](C)CO)C[C@@H]2C)cc1	-1	0.5
C[C@@H]1CN([C@@H](C)CO)S(=O)(=O)c2ccc(-c3ccc(C(=O)N(C)C)cc3)cc2O[C@@H]1CN(C)Cc1ccccc1C(=O)O	-2	0.3
CCCC(=O)Nc1ccc2c(c1)C(=O)N(C)C[C@@H](OC)[C@@H](C)CN(C(=O)c1ccncc1)[C@H](C)CO2	-6	0.3
COc1cccc(CN(C)C[C@@H]2OCc3ccccc3-c3ccccc3C(=O)N([C@@H](C)CO)C[C@@H]2C)c1	1	.
C[C@H]1CN([C@@H](C)CO)S(=O)(=O)c2ccc(-c3cccnc3)cc2O[C@@H]1CN(C)Cc1ccccn1	-5	1.3
Cc1ccc(S(=O)(=O)N(C)C[C@@H]2Oc3ccc(NS(=O)(=O)c4cccs4)cc3CC(=O)N([C@H](C)CO)C[C@H]2C)cc1	.	0.0
CO[C@@H]1CN(C)C(=O)c2cc(NC(=O)Nc3cccc(F)c3)ccc2OC[C@H](C)N(C(=O)Nc2c(C)noc2C)C[C@H]1C	9	-0.1
O=C(CSc1nc2ccccc2o1)Nc1ccc(I)cc1	16	0.5
O=c1[nH]c(SCc2n[nH]c(=S)n2-c2ccccc2)nc2ccccc12	-16	3.2
